STK33 inh = human STK33 kinase inhibition | Q9BYT3 | purified STK33, MBP phosphorylation, ADP-Glo luminescence | inhibition, % at 10 µM | actives 0.073% (n = 320,000) | AID 2661;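 active means inhibition at or above 25%, using the most active replicate where run in duplicate; inactive means inhibition below 25%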
Target sequence (Q9BYT3 whole entry, looked up): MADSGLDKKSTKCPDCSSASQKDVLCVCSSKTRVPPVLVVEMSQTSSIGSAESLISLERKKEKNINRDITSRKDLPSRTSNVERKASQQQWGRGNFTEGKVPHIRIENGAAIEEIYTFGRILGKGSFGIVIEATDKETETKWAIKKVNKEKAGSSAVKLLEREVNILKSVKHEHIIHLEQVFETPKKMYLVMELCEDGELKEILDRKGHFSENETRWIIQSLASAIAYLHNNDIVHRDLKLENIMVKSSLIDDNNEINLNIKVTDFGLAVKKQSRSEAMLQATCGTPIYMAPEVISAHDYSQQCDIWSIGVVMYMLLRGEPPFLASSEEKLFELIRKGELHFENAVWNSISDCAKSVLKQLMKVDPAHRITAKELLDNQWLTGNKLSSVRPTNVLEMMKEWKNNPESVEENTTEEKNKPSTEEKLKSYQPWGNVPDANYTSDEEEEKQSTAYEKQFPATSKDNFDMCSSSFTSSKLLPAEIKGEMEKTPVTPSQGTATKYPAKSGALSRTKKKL
Kir21 inh = blocks the mouse Kir2.1 inward-rectifier potassium channel; actives 0.85% (n = 310,000); B-score at 10 µM; HEK293-Kir2.1, FluxOR thallium flux fluorescence; hits give low values; P35561; AID 1672;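 active means fluorescence ratio B-score at or below minus 3 SD of library scores, with starting-brightness B-score within 2 SD, cut at about -4.2 in these data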;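 further: channel flux triggered by added potassium and thallium sulfate stimulus; B-score of peak minus minimum fluorescence over baseline after thallium stimulus; more negative B-score means stronger Kir2.1 block with less thallium influx; some compounds called inactive have numbers as strong as hits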
Target sequence (P35561 whole entry, looked up): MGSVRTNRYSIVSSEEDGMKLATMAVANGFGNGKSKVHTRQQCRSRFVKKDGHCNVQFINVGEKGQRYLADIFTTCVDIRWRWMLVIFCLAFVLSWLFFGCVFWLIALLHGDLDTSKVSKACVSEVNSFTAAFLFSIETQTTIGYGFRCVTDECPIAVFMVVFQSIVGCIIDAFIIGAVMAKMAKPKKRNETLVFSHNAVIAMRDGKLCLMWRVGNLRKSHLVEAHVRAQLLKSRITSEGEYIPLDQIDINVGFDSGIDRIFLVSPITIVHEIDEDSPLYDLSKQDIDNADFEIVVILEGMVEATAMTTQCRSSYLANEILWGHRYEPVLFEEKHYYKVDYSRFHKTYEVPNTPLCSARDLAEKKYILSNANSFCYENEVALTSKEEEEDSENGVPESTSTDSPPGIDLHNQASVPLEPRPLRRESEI
An asterisk follows results filed as active; nt = not tested or not shown; & = joins results of further samples.

SMILES	STK33 inh	Kir21 inh
COc1cc(/C=C/c2ccc(O)cc2)cc(OC)c1	0.6	0.86
O=C(CSC1CC(=O)N(CC(c2ccccc2)c2ccccc2)C1=O)Nc1ccc(Cl)cc1 (stereo not given)	1.8	-0.88
CC(C)CN(C(=O)COc1ccc(Br)cc1C=O)C1CCS(=O)(=O)C1 (stereo not given)	-2.3	-0.09
O=C(CSc1nnc(CSc2nc3ccccc3s2)o1)NC1CCCCC1	-2.5	-3.7
O=c1cnn([C@@H]2O[C@H](CO)[C@@H](O)[C@H]2O)c(=O)[nH]1	-0.1	-0.01
O=C(Cc1ccc(-n2c(=O)[nH]c3ccsc3c2=O)cc1)NCc1cccnc1	-0.6	0.96
NC(=O)CN1C(=O)C(=O)N(Cc2cccc(C(F)(F)F)c2)C1=O	0.8	1.1
CC1CN(S(=O)(=O)c2ccc(C(=O)N(C)C3CCCCC3)cc2)CC(C)O1 (stereo not given)	-0.4	nt
COCC(=O)Nc1ccc(-c2cn3cccnc3n2)cc1	0.5	0.73
Cn1c(CCCOc2ccc(Cl)cc2Cl)nnc1SCC(=O)Nc1nccs1	-1.1	0.06
Cc1ccc(C(=O)OCC(=O)NC2CCS(=O)(=O)C2)c(C)c1 (stereo not given)	-1.3	nt
CCOC(=O)/C(C#N)=C/C=C1/C=CC=CN1C	1.9	0.21
OCCOCCn1c2ccccc2c2ccccc21	0.9	-2.5
C=CCN1C(=O)c2ccc(C(=O)N(C)CC(=O)Nc3ccc(OCC)c(OCC)c3)cc2C1=O	nt	-0.16
COC(=O)C1=C(O)C2(C(=O)O)CC(C(=O)OC)=C(O)C(C(=O)O)(C1)C2	-0.2	1.8
C/C(=C\C(=O)N1CCc2ccccc21)C(=O)O	-0.9	0.59
CC1(C)CC[C@]2(CO)CC[C@]3(C)C(=CCC4[C@@]5(C)CC[C@H](O)[C@@](C)(CO)C5CC[C@]43C)[C@@H]2C1 (stereo not given in full)	1.0	nt
CCCCOc1ccc(/C=N/NC(=O)c2nnn(-c3nonc3N)c2C)cc1	-1.0	0.59
CCOc1ccc(N2C(=O)C3CCCN3C2=S)cc1 (stereo not given)	-0.9	nt
O=C(COC(=O)CN1C(=O)c2ccccc2C1=O)Nc1ccccc1[N+](=O)[O-]	-0.4	nt
CCC1(c2ccccc2)C(=O)NCNC1=O	-1.3	0.18
CS(=O)(=O)c1ccc(NC(=O)c2ccccc2-n2cnnn2)cc1	0.4	nt
Cc1ccccc1OCC(=O)N/N=C/c1sc(=O)n(Cc2cccc(C(=O)O)c2)c1Cl	-2.4	-0.73
CCCCn1c(=O)[nH]c2nc3cc(N)ccc3nc2c1=O	-1.5	nt
O=C(Nc1c2c(nn1-c1ccc(F)cc1)CS(=O)(=O)C2)c1ccc2c(c1)OCO2	-1.9	-0.09
COc1cccc(CNC(=O)c2cc(S(=O)(=O)N3CCOCC3)cn2C)c1	-1.8	-0.66
COc1cccc(-n2nnc3c(=O)n(Cc4cccc(F)c4)cnc32)c1	-1.6	-1.2
CCOc1ccc(CNC(=O)C2CCN(C(=O)N3CC(C)Oc4ccccc43)CC2)cc1 (stereo not given)	-1.6	0.39
Cc1cc(OCC(=O)OCC(=O)NC2CCCCCC2)ccc1Cl	-0.3	nt
O=C(NCc1ccccc1CN1CCCC1)c1cc2ccccc2o1	-1.2	nt
O=C(Cn1cnc([N+](=O)[O-])c1)NCc1ccc(F)cc1	-1.7	-0.23
O=C(NCc1cccs1)c1cc(S(=O)(=O)N2CCCCC2)ccc1Cl	-0.8	1.5
Fc1ccc(NC(=S)Nc2ccc(F)c(Cl)c2)cc1Cl	-0.3	-5.4*
Cc1cc(C(=O)CSc2nnc(Cc3ccccc3)o2)c(C)n1Cc1ccc2c(c1)OCO2	-0.9	0.35
N#CCc1ccc(NC(=O)Cn2c(=O)oc3ccccc32)cc1	-1.4	-0.4
COC(=O)c1ccccc1NC(=O)Cn1c(CCC(=O)O)ccc1-c1cccs1	-33	-0.02
O=C(OC1CCOC1=O)c1cc(S(=O)(=O)N2CCOCC2)c(Cl)cc1Cl (stereo not given)	-2.3	nt
O=C(Cc1cccs1)NCc1ccccc1F	-0.4	1.2
O=C(Nc1cccc(-n2cnnn2)c1)c1cccs1	-0.3	-0.55
Cc1nn(CC(=O)NC(C)CCc2ccccc2)c(=O)c2nn(-c3ccccc3)c(C)c12 (stereo not given)	0.7	1.5

Sorted by length of the SMILES (rising): some entries from above.
SMILES	STK33 inh	Kir21 inh
O=C(Nc1cccc(-n2cnnn2)c1)c1cccs1	-0.3	-0.55
COc1cccc(-n2nnc3c(=O)n(Cc4cccc(F)c4)cnc32)c1	-1.6	-1.2
O=C(Cc1ccc(-n2c(=O)[nH]c3ccsc3c2=O)cc1)NCc1cccnc1	-0.6	0.96

(further entries)
SMILES	STK33 inh	Kir21 inh
COc1ccc(C(CCNCc2ccc(OC(C)C)cc2)C(C)C)cc1 (stereo not given)	-2.7	-4.5*
CC(C)NC[C@H](O)COc1cccc2[nH]ccc12	-1.3	-0.1
Cc1ccc(CNC(=S)Nc2ccc(NS(=O)(=O)c3ccc(C)cc3)cc2)cc1	-1.3	0.26
CC(=O)N1C(=O)N(C)C2C1N(C)C(=O)N2C(C)=O (stereo not given)	0.2	2.6
Cc1ccc(N2C(=O)C3N=NN(CC(=O)N4N=C(c5cccc6ccccc56)CC4c4ccccc4)C3C2=O)cc1 (stereo not given)	2.0	0.11
CN(C)/C=C/C(=O)c1cnc(-c2ccccc2)s1	2.6	0.1
Cc1cccc(C(=O)NCC(=O)N2CC=C(c3ccccc3)CC2)c1	-1.2	nt
CC(C)CNC(=O)CCc1nc(-c2ccccc2)no1	-1.5	-0.17
COC(=O)C1=C(C)N(C)C(=S)NC1c1ccccc1 (stereo not given)	0.3	-1.6
CCOc1ccc(Br)cc1S(=O)(=O)NC1CCCC1	0.1	nt
CCc1ccc(-c2nc(CN3CCC(C(=O)NCCN(CC)c4ccccc4)CC3)c(C)o2)cc1	0.4	-0.44
CNC(=O)c1cccc(NC(=O)c2ccccc2OCc2ccccc2)c1	-0.2	1.1
O=[N+]([O-])c1cc(S(=O)(=O)Nc2ccccc2)ccc1NCc1cccnc1	0.3	-1.4
O=C(CN(Cc1ccccc1F)C(=O)c1csnn1)NCc1ccc2c(c1)OCO2	-0.5	0
Cc1ccccc1NC(NC(=O)OCCn1c([N+](=O)[O-])cnc1C)C(Cl)(Cl)Cl (stereo not given)	0.0	1.2
C=CCN1C(=O)c2ccc(C(=O)N(C)Cc3ccc(C)o3)cc2C1=O	-0.9	-1.4
CC(Oc1ccc2c3c(c(=O)oc2c1)CCCC3)C(=O)NC1CC(C)(C)NC(C)(C)C1 (stereo not given)	1.1	0.6
CC(C)N1CCC(=NNc2ccc(S(=O)(=O)N3CCOCC3)cc2[N+](=O)[O-])CC1	1.1	-0.34
CCC(=O)NC(=S)Nc1ccc(S(=O)(=O)N2CCN(C)CC2)cc1	-0.1	0.25
C[C@]12CCC(=O)C[C@@H]1CC[C@@H]1[C@@H]2CC[C@]2(C)C=CC[C@@H]12	-0.8	1
O=C(Nc1cccc(S(=O)(=O)NC2=NCCC2)c1)c1cc(=O)[nH]c2ccccc12	0.3	nt
CC(C)(C)c1ccccc1OCC(=O)Nc1ncn[nH]1	3.4	0.05
COC(=O)C1=C(C)N(C)C(=O)NC1c1cc2c(cc1Br)OCO2 (stereo not given)	0.1	-0.32
CC(=O)CC(c1ccccc1)c1c(O)c2ccccc2oc1=O (stereo not given)	-1.6&-1.0&-2.2	0.15&0.02&1.9
CCCCc1ccc(S(=O)(=O)NNC(=S)NCc2ccco2)cc1	-1.6	0.94
CCNC(=O)CSc1nnc(-c2cc(-c3ccc(Cl)cc3)nc3ccccc23)o1	-1.8	-0.15
CCO/C(C)=N/n1c2nc3ccccc3nc2c2c(=O)n(Cc3ccccc3Cl)c(C)nc21	-1.9	-1.9
Cc1ccsc1C1Nc2ccccc2C(=O)N1O (stereo not given)	2.7	1.1
O=C(O)c1ccc(N2C(=O)/C(=C/c3ccc(-c4ccc([N+](=O)[O-])cc4)o3)C=C2c2ccccc2)cc1	1.9	-1.4
C[C@H](CO)N1C[C@H](C)[C@@H](CN(C)Cc2ccccc2)Oc2c(NC(=O)Cc3ccccc3)cccc2C1=O	-0.5	nt
C#CCn1c2ccccc2c2nc3ccccc3nc21	0.7	-1.1
CCOc1ccc(C(C(=O)NCCOC)N(CCOC)C(=O)CCC(=O)Nc2ccccn2)cc1 (stereo not given)	0.1	0.89
CCN(CC)C(=O)c1[nH]cnc1C(=O)N[C@@H](C)c1ccccc1	5.5	nt
CCOc1ccc(CCNC(=O)c2cc(C)nn2-c2ccccc2)cc1	1.3	1.7
COC(=O)c1cccc(-c2noc(-c3ccccc3F)n2)c1	-1.0	nt
Cc1cc(O)ccc1N/C=C/c1onc(C)c1[N+](=O)[O-]	-0.4	0.01
COc1ccc(N(C)S(=O)(=O)c2cccc(C(=O)NCC(c3ccco3)N3CCCC3)c2)cc1 (stereo not given)	-2.5	-0.04
CCCCCC(=O)NCC(C)NC(=O)CCCCC (stereo not given)	-1.1	0.89
CCn1c(SCC(=O)Nc2ccc3c(c2)OCCO3)nnc1-c1cccnc1	-2.4	-0.06
OC1(c2ccccc2Cl)NN=C2CCCCCN21 (stereo not given)	-0.8	-0.19

Structural class, the compounds so far containing a nitro group on carbon
SMILES	STK33 inh	Kir21 inh
O=C(COC(=O)CN1C(=O)c2ccccc2C1=O)Nc1ccccc1[N+](=O)[O-]	-0.4	nt
O=C(Cn1cnc([N+](=O)[O-])c1)NCc1ccc(F)cc1	-1.7	-0.23
O=[N+]([O-])c1cc(S(=O)(=O)Nc2ccccc2)ccc1NCc1cccnc1	0.3	-1.4
Cc1ccccc1NC(NC(=O)OCCn1c([N+](=O)[O-])cnc1C)C(Cl)(Cl)Cl (stereo not given)	0.0	1.2
CC(C)N1CCC(=NNc2ccc(S(=O)(=O)N3CCOCC3)cc2[N+](=O)[O-])CC1	1.1	-0.34
O=C(O)c1ccc(N2C(=O)/C(=C/c3ccc(-c4ccc([N+](=O)[O-])cc4)o3)C=C2c2ccccc2)cc1	1.9	-1.4
Cc1cc(O)ccc1N/C=C/c1onc(C)c1[N+](=O)[O-]	-0.4	0.01

Continued:
SMILES	STK33 inh	Kir21 inh
COc1cccc(-n2c(=O)c3cc(OC)c(OC)cc3n(CC(=O)Nc3cc(C)[nH]n3)c2=O)c1	-1.9	1.6
COc1ccc(CN2CC(C(=O)NCc3ccc4c(c3)OCO4)CC2=O)cc1 (stereo not given)	-0.3	-0.02
CC(C)NS(=O)(=O)c1ccc(CCC(=O)N2CCOCC2)cc1	0.1	0.28
O=C(Nc1cccc(S(=O)(=O)N2CCCCCC2)c1)C1CC(=O)N(c2ccc3c(c2)OCCO3)C1 (stereo not given)	-0.1	1.3
COc1ccc(S(=O)(=O)NC(C)C(=O)Nc2ccccc2C(F)(F)F)cc1 (stereo not given)	-0.2	1.3
Cc1ccc(C(=O)N/N=C\c2cccnc2)s1	1.5	-0.51
COc1ccc(CCN2CC(C(=O)N(C)C3CCOCC3)CCC2=O)cc1 (stereo not given)	-0.7	-0.45
COc1cc2nc(CN3CCN(C(c4ccccc4)c4ccccc4)CC3)[nH]c(=O)c2cc1OC	-0.5	-2.9
O=C(O)Cc1ccc2ocnc2c1	0.0	0.06
COc1ccc(N2CCN(C(=O)c3ccccc3)CC2)c([N+](=O)[O-])c1	-1.1	1
CCCC(=O)Nc1nnc(/C=C/c2ccccc2)s1	-0.5	1
CC(C)(C)c1ccc(Oc2ccc(NC(=O)C3CC=CCC3C(=O)O)cc2)cc1 (stereo not given)	-5.2	0.67
COc1ccc(C(=O)NCc2nnc(SCC(=O)N3CCCCCC3)o2)cc1OC	0.8	-0.77
COc1cc2c(cc1OC)CN(c1ccc3ccccc3n1)CC2	0.1	-11*
Cc1ccc(C)c(OCC(=O)O/N=C(\N)c2cccnc2)c1	-1.8	-0.54
O=C(c1cc(COc2cccc3cnccc23)on1)N1CCCC(CCCO)C1 (stereo not given)	-0.1	2.3
Cc1ccc(NC(=S)N2CCN(C(=O)c3ccccc3)CC2)c(C)c1	0.0	1.6
O=C(O)c1cccc(Nc2nc3ccccc3nc2NS(=O)(=O)c2ccccc2)c1	-4.4	nt
CCc1cc2c(=O)c(Oc3ccccc3F)c(C)oc2c(CN(C)C)c1O	0.2	-1.6
CC(NC(=O)COC(=O)c1ccc2c(c1)OCCO2)c1ccccc1 (stereo not given)	0.3	nt

By substructure, the entries above containing a CF3 group.
SMILES	STK33 inh	Kir21 inh
NC(=O)CN1C(=O)C(=O)N(Cc2cccc(C(F)(F)F)c2)C1=O	0.8	1.1
COc1ccc(S(=O)(=O)NC(C)C(=O)Nc2ccccc2C(F)(F)F)cc1 (stereo not given)	-0.2	1.3

New compounds follow
SMILES	STK33 inh	Kir21 inh
COc1ccc(OCC(=O)NNC(=O)C2CCC2)cc1	-0.3	nt
CC1CCN(C(=O)COC(=O)c2ccc(N3CCCC3=O)cc2)CC1	0.4	nt
CCOC(=O)c1c(C)nc2c(c1-c1ccccc1)C(=O)CC(C)(C)C2	0.8	-0.29
CCOC(=O)CSc1nnc(CNC(=O)c2ccc(S(=O)(=O)N3CCOCC3)cc2)n1C	-0.7	0.12
Cc1[nH]c2ccccc2c1C(c1ccccn1)c1c(C)[nH]c2ccccc12	0.3	-0.69
O=c1c2nnn(Cc3ccc(Cl)cc3)c2ncn1Cc1ccc(F)cc1	-2.0	-0.24
COc1ccc(CCNC(=O)CSc2nnc3ccc(-c4ccccn4)nn23)cc1OC	-1.0	2.9
O=C(Nc1ccc(/C=C/c2nc3ccccc3o2)cc1)c1cccc(C(F)(F)F)c1	0.2	0.64
Nc1nonc1OCCOCCOCCOc1nonc1N	0.2	0.25
COc1ccc(CN2CC(C(=O)NCCCN3CCOCC3)CC2=O)cc1 (stereo not given)	-0.5	0.02
COc1cccc(/C=C2\CCC(C3CCCC3)C2=O)c1OC (stereo not given)	-0.5	1.3

From PubChem BioAssay
